Compound activity as filed in PubChem.
CAL PDZ FP-1 – inhibitors of human CAL PDZ peptide binding | Q9HD26 | purified CAL PDZ, TMR-peptide fluorescence polarization, 1 h | inhibition, % at 20 µM | actives 0.02% (n = 330,000) | AID 504414;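 active means highest replicate inhibition of at least 40%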;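 further: plate controls were DMSO neutral control wells for no effect and unlabeled competitor peptide control wells for full effect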
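Read-out basis: mP drop reported as inhibition | Assay system: Tagged CAL PDZ protein CerCALP, purified | Benchmarks: Unlabelled peptide for full inhibition, DMSO wells as neutral | Schedule: 1 h incubation at room temperature before polarization reading | Buffer or medium: Sodium phosphate/NaCl buffer pH 7.4 with TCEP, IgG, Thesit | Doses: Single point, 20 µM | Measured by: Fluorescence polarization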
SR-BI uptake up – SR-BI HDL lipid transfer activation. CHO ldlA[mSR-BI] cells, DiI-HDL uptake fluorescence, 3 h; 100 = double the neutral-control signal. activation, % at 12.5 µM. actives 0.096% (n = 320,000). AID 504775;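 active means mean replicate activation of at least 60% and every replicate at or above 60%; inconclusive means mean or all-replicate condition met, but not both; inactive means mean below 60% and not all replicates reaching 60%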;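 further: 0% = median plate neutral-control signal and 100% = twice that signal; values of inactives mirror those of a sister screen read the other way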
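System: LDL receptor-deficient CHO ldlA cells overexpressing murine SR-BI | Timing: 3 h uptake period with compound, 37 °C | Medium: HEPES-buffered (25 mM, pH 7.4) F12 plus 0.5% BSA | Dosing: Single-point compound dose | Signal: Bottom-read fluorescence, 550/595 nm | Read-out: Retained DiI signal reflecting DiI-HDL uptake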
AddAB inh – less growth of phage-infected E. coli with AddAB; E. coli expressing H. pylori AddAB, absorbance growth; inhibition, % at 11.9 µM; actives 0.29% (n = 330,000); AID 435030; in the data active means inhibition above about 12%;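 further: 0% = vehicle wells of infected cells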
CAL PDZ FP-2 – CAL PDZ (human) peptide binding inhibition | inhibition, % at 24.9 µM | purified CAL PDZ, TMR-peptide fluorescence polarization, 1 h | AID 602252 | actives 0.92% (n = 300,000) | Q9HD26;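 active means mean inhibition of at least 30% with at least half of replicates also reaching 30%; inconclusive means no clear call, values can overlap the other calls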;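 further: 0% = DMSO neutral control and 100% = excess unlabeled competitor peptide PRC23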
phage Ecoli inh – E. coli growth loss with phage present; growth absorbance; inhibition, % at 11.9 µM; actives 0.26% (n = 360,000); AID 651602; in the data active means inhibition above about 11%
Tat transport – E. coli Tat transport inhibition; E. coli MC4100 TorA-mCherry Tat export, fluorescence; inhibition, % at 10 µM; actives 0.036% (n = 340,000);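 active means mean replicate inhibition at least 50% and at least half of replicates individually reaching 50%; inconclusive means only one of the two criteria met; inactive means neither criterion met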;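 further: exported cargo escapes ClpAP degradation while cytoplasmic cargo is degraded and loses fluorescence; 0% = median of neutral control wells and 100% = median of NaSCN control wells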
MITF TRPM1 HTS – increases MITF-driven TRPM1 promoter luciferase signal | SK-MEL-5 TRPM1-promoter luciferase, 24 h; % of positive control, neutral wells = 0 | activation, % at 12.5 µM | actives 0.75% (n = 300,000) | AID 588334;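 active means mean activation of at least 80% with every replicate also reaching 80%; inconclusive means mean reaches 80% but some replicate falls short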;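 further: 0% = neutral control wells and 100% = parthenolide positive control wells; values of inactives mirror those of a sister screen read the other way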
Wnt bcat act – activators of Wnt/beta-catenin signaling; AID 743398; activation, % at 9.35 µM; Wnt/beta-catenin reporter cell assay, activator, plate reader; actives 1.2% (n = 300,000); in the data active means activation above about 30%, passing the limit was not always enough; inconclusive means no clear call, values can overlap the other calls;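 further: 0% = neutral control wells and 100% = positive control wells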
SR-BI DiI inh – mouse SR-BI HDL lipid transfer inhibition; Q61009; ldlA[mSR-BI] CHO cells, DiI-HDL uptake fluorescence, 3 h; inhibition, % at 12.5 µM; actives 0.96% (n = 320,000); AID 488896;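 active means mean replicate inhibition of at least 70% and a set share of replicates each scoring 70 or more; inconclusive means meets just one of the two criteria; inactive means fails both criteria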;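 further: 0% = median of neutral control wells and 100% = median of positive control wells; values of inactives mirror those of a sister screen read the other way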
Target sequence (Q61009 whole entry, looked up): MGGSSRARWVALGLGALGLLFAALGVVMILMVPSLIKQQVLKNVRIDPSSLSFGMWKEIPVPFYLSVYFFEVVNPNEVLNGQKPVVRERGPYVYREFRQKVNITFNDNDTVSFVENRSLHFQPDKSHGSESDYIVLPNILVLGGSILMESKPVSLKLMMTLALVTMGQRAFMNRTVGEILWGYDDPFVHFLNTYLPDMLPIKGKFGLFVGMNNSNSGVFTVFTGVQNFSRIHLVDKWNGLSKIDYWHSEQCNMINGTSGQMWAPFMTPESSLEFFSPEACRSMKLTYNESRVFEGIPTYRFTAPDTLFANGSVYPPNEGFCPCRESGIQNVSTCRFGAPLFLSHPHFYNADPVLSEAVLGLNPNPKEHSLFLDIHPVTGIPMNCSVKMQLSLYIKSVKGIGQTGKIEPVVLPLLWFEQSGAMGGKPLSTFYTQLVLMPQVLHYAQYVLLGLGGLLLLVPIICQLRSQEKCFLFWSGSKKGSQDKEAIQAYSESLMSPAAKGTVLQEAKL
E coli growth – counter-screen for AddAB inhibitors: E. coli growth inhibition. E. coli V3065 growth, OD600 absorbance, 18 h. inhibition, % at 11.9 µM. actives 0.27% (n = 330,000);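 active means inhibition above the campaign's mean inhibition across all tested compounds plus 3 SD, cut at about 9.9% in these data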;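 further: uninfected addAB+ strain grown without phage in ampicillin broth; 0% = DMSO wells and 100% = ciprofloxacin 0.95 µg/ml wells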
The depositor's hits bear a star; ? = inconclusive; / = no result given; & = joins results of further samples.

structure	CAL PDZ FP-1	SR-BI uptake up	AddAB inh	CAL PDZ FP-2	phage Ecoli inh	Tat transport	MITF TRPM1 HTS	Wnt bcat act	SR-BI DiI inh	E coli growth
Cc1c(-c2cccc(NC(=O)c3cccs3)c2)nc2ncccn12	-6.5	-6	0.2	-5	-2.2	11	9	-2	6	0.8
Cc1ccc(C(=O)NCCNC(=O)COc2ccc(Cl)cc2)cn1	0.1	0	2.6	-6	2.7	0	3	0	0	1.1
CC(C)c1nc(CNC(=O)C2CCC(=O)N(CCc3cccc(F)c3)C2)cs1 (centres undefined)	0.5	-10	/	-5	-0.4	-10	0	0	10	/
COC(=O)c1c(NC(C)=O)sc2c1CCCC2	-0.8	-16	0.8	/	0.8	-6	/	-1	16	-0.8
Cc1cccc(C(CC(=O)NCCc2ccccc2)c2ccccc2)c1O (centres undefined)	-0.2	20	6.5	/	2.1	-3	-8	-2	-20	1.3
Cc1cc(=O)n(C)c(=O)n1CCCCOc1cccc([N+](=O)[O-])c1	-1.9	0	0.0	-2	1.5	-3	5	-7	0	-0.4
Cc1c(CCOC(=O)c2ccc(N3CCOCC3)c([N+](=O)[O-])c2)sc[n+]1CC#N	-0.2	4	0.8	-5	-1.4	-4	-6	-5	-4	-0.9
CC1CCN(c2c(NCC3CCC(C(=O)Nc4ccccn4)CC3)c(=O)c2=O)CC1 (centres undefined)	-0.4	0	-0.9	/	1.0	2	-10	-2	0	1.0
C=CCn1c(SC2CCOC2=O)nc2sc(C)c(C)c2c1=O (centres undefined)	/	38	3.5	49*	0.2	-6	-6	-3	-38	0.8
Cc1ccc(CCNC(=O)C2CCC(=O)N2C(C)C)cc1 (centres undefined)	-2.1	28	1.5	-3	5.5	3	-4	3	-28	0.1
CCc1cc(=O)oc2cc(OCC(=O)NC3CC(C)(C)NC(C)(C)C3)ccc12	-2.0	-4	2.4	-5	5.2	-7	0	-1	4	0.7
CC(C)(C)S(=O)(=O)c1cnc(N2CCOCC2)nc1N	-0.3	8	2.6	-4	0.5	-7	/	2	-8	-0.2

structure	CAL PDZ FP-1	SR-BI uptake up	AddAB inh	CAL PDZ FP-2	phage Ecoli inh	Tat transport	MITF TRPM1 HTS	Wnt bcat act	SR-BI DiI inh	E coli growth
CCCCC(=O)Nc1ccccc1Oc1ccccc1	-1.0	-14	1.4	/	4.3	-11	-4	-1	14	2.2
CCOC(=O)C1=C(N)n2c(s/c(=C\c3cccs3)c2=O)=C(C(=O)OCC)C1c1cccs1 (centres undefined)	-1.7	18	4.0	-1	1.7	-3	-25	/	-18	-2.0
O=C1/C(=C\c2ccc(Cl)cc2)CCC1CNc1ccc(Cl)cc1 (centres undefined)	0.2	3	/	-2	0.5	-7	-17	8	-3	/
Cc1ccccc1SCC(=O)N/N=C/c1ccc(F)cc1	-1.8	-13	-2.1	-6	2.5	3	11	1	13	-2.1
CCc1ccccc1NC(=S)NCC1CCN(c2ccc(OC)cc2)C1 (centres undefined)	-2.0	/	-1.8	0	6.3	0	-19	1	/	-1.6
CCCCNc1c(-c2ccc(OC)c(SC3CCCCC3)c2)nc2ccc(C)cn12	-1.2	-16	4.3	-4	2.7&2.0	-2	-3	-12&-2	16	0.4
Cc1cc(=O)[nH]c(Nc2ccc(Cl)cc2)n1	-1.6	15	1.2	/	2.1	-12	2	-1	-15	-0.7
COc1ccccc1CCNC(=O)c1ccoc1C	-2.7	-13	1.4	28	2.3	17	-3	/	13	0.5
Cc1nc(CC(=O)c2ccc(O)cc2O)cs1	-0.4	16	1.8	/	0.5	-8	-1	/	-16	0.2
O=C(NCc1ccncc1)Nc1ccccc1	-2.2	21	2.2	1	2.5	-6	-2	-3	-21	0.8
Cc1ccsc1/C=C(\C#N)C(=O)NC1CCS(=O)(=O)C1 (centres undefined)	-2.7	0	3.3	-3	2.1	-5	8	-1	0	1.7
COc1ccc(OC)c(NC(=O)C2CCCNC2=O)c1 (centres undefined)	-2.1	9	0.4	1	1.7	-9	7	/	-9	0.2

structure	CAL PDZ FP-1	SR-BI uptake up	AddAB inh	CAL PDZ FP-2	phage Ecoli inh	Tat transport	MITF TRPM1 HTS	Wnt bcat act	SR-BI DiI inh	E coli growth
Cc1ncc(C[n+]2csc(CCO)c2C)c(N)n1	0.3&0.0	15&-4	-2.8&-13	-3&-5	-5.3&-2.9	11&-89	-1&9	1&-2	-14&4	-4.7&-5.8
CC(C=NNC(=O)C(=O)NN=CC(C)=Cc1ccccc1)=Cc1ccccc1	0.6	-31	/	-2	/	-5	56	/	31	/
Cc1cccc(Nc2nc(N3CCCC3)nc(N3CCCC3)n2)c1	-2.1	-59	4.3	-4	2.5	8	0	/	59	2.5
O=C(Nc1ccc(Cl)cc1)NC1CCCc2ccccc21 (centres undefined)	-0.4	-31	3.6	-2	7.1	-4	1	-3	31	2.1
CC1CC(C)CN(C(=O)CN2C(=O)NC(C)(C)C2=O)C1 (centres undefined)	0.9	10	0.3	-1	1.1	-8	-4	0	-10	0.3
Cc1cccc2sc(NC(=O)CCNS(=O)(=O)c3cccc4nonc34)nc12	-1.5	8	1.4	0	1.7	-9	4	-4	-8	0.8
CS(=O)(=O)N1CCN(C(=O)NC2CCCCC2)CC1	0.2	4	0.6	-1	2.3	1	-4	-1	-4	-0.7
Cc1ccc(Cl)cc1N1CCN(S(=O)(=O)c2ccc(-c3ccc(=O)[nH]n3)o2)CC1	-2.2	7	1.3	0	-0.2	0	-12	-2	-7	-1.3
O=C(NCCN1CCOCC1)c1cccc(S(=O)(=O)Nc2cc(Cl)ccc2Cl)c1	-1.2	11	/	-2	1.2	17	-1	1	-11	/
Cc1nc2oc(C(=O)c3ccc(Br)cc3)c(N)c2c2c1COC(C)(C)C2	-0.6	-12	2.1	-1	0.9	-9	13	/	12	1.6
Cc1c(C(=O)O)sc(S(=O)(=O)N2CCN(C(=O)Cc3ccc(Cl)cc3)CC2)c1C(=O)O	-0.8	33	/	-4	2.8	-15	-6	-1	-33	/
C(#Cc1ccccc1)Cn1nnc2ccccc21	-2.2	9	3.2	-3	-0.1	5	86*	/	-9	-0.4

structure	CAL PDZ FP-1	SR-BI uptake up	AddAB inh	CAL PDZ FP-2	phage Ecoli inh	Tat transport	MITF TRPM1 HTS	Wnt bcat act	SR-BI DiI inh	E coli growth
CCCCN(C)CCCNC(=O)c1cc(-c2cccnc2)nc2ccccc12	-0.2	9	-1.1	1	0.6	-2	7	3	-9	-2.2
COc1ccc(OC)c(S(=O)(=O)NCCCn2ccnc2)c1	18	12	3.3	-1	0.4	5	-9	2	-12	0.3
COc1ccc(C(CNC(=O)C(=O)Nc2ccc3c(c2)OCCO3)N2CCN(C)CC2)cc1 (centres undefined)	-0.7	4	-0.5	/	5.4	12	9	-1	-4	-1.9
COc1cc(C(CCN2CCN(c3ccccc3)CC2)c2c(OC)cc(OC)c3ccc(=O)oc23)cc(OC)c1OC (centres undefined)	-0.2	16	1.0	-4	0.4	10	0	-1	-16	-1.7
COc1cc(/C=N/NC(=O)CCOc2ccccc2C)cc(Br)c1O	-0.1	-15	2.4	8	2.8	-3	-9	0	15	-1.6
O=C1CSc2ccc(S(=O)(=O)NCc3ccc(F)cc3)cc2N1	-1.4	18	0.3	2	0.8	-2	-4	2	-18	-1.2
Cc1ccccc1Nc1cc2ccccc2c(=O)[nH]1	0.1	0	0.2	-1	/	-11	-70	/	0	-2.7
COc1cc(C(=O)N(C)CC(=O)Nc2cccc(F)c2)ccc1OCc1ccccc1	-1.7	-32	-1.7	6	2.2	20	11	-3	32	1.0
Cc1cc(NC(=O)Nc2ccccc2F)ccc1Br	-3.9	-71	6.8	-1	7.7	0	22	?	?	4.7
CN(C(=O)c1ccccc1[N+](=O)[O-])c1ccccc1C(=O)NCc1ccccc1	-1.9	5	-1.8	1	2.3	0	8	1	-5	-2.4
Oc1ccc(NC(=S)N=Nc2c(O)[nH]c3ccccc23)cc1	-0.5	-41	2.8	-2	2.7	-8	34	?	41	2.7
CCOC(=O)c1cc2c(=O)n3ccccc3nc2n(CC2CCCO2)c1=NC(C)=O (centres undefined)	-1.7	/	1.8	-4	1.9	9	-1	4	-14	-1.4

structure	CAL PDZ FP-1	SR-BI uptake up	AddAB inh	CAL PDZ FP-2	phage Ecoli inh	Tat transport	MITF TRPM1 HTS	Wnt bcat act	SR-BI DiI inh	E coli growth
O=C(Nc1ccc(Cl)cc1)c1csc(-c2ccccc2)n1	-3.5	29	0.2	-2	-0.5	0	-4	/	-29	2.7
O=C(CSc1nc(Nc2ccccc2)nc(N2CCOCC2)n1)N1CCCC1	-0.9	-13	2.4	-3	2.6	1	21	1	13	-0.1
CCOc1ccc(N2C(=O)C3Sc4[nH]c(=O)sc4C(c4ccc(OC)c(OC)c4)C3C2=O)cc1 (centres undefined)	-0.1	14	2.5	-1	3.3	6	-11	10	-14	-0.5
O=S(=O)(NCc1cccnc1)c1ccc(Cl)cc1	2.2	9	3.0	0	3.3	2	-9	-1	-9	-0.2
Cc1ccc(N2CCN(CCCCN3C(=O)C4CCCN4C3=O)CC2)cc1 (centres undefined)	0.6	9	0.9	63*	1.3	-1	1	/	-9	-0.9
CC(=O)Nc1ccc(Nc2nnc(-c3ccc(O)cc3)c3ccccc23)cc1	/	-26	-1.6	-7	7.4	-8	-4	-1	26	-0.4
CC(=O)N1c2ccccc2N2C(c3c(C)c(C)cc(C)c3C)=NON12	-0.2	1	/	/	3.4	12	14	-1	-1	/
CO/N=C/C1C(=O)NN=C1c1ccccc1 (centres undefined)	-1.6	0	-0.2	0	4.6	-1	-3	0	0	-0.4
Cc1onc(-c2c(F)cccc2Cl)c1C(=O)Nc1nc2c(s1)CCCC2	-3.0	-41	-1.3	-3	3.9	1	-5	-3	41	-1.2
COc1ccc(CCC(=O)Nc2ccc(S(=O)(=O)N3CCOCC3)cc2)cc1	-1.2	-26	1.4	0	-1.4	-1	3	10	26	1.1
COc1cc(CNc2cccc3[nH]c(C(F)(F)F)nc23)cc(OC)c1	-0.2	-31	-0.4	-1	-1.8	-3	-5	0	31	0.2
O=C(CCc1ccccc1F)N1CCN(c2ccc(C(F)(F)F)cn2)CC1	-0.6	12	1.6	45*	1.7	5	1	1	-12	-0.4
Cc1ccc(S(=O)(=O)CCC(=O)OCc2cc(=O)oc3cc(C)ccc23)cc1	-1.2	3	0.5	-1	0.3	4	-3	5	-3	0.4
CCNC(=O)NC(=O)C(C)OC(=O)C1CCN(S(=O)(=O)c2ccccc2C(=O)OC)CC1 (centres undefined)	-3.1	-12	-2.0	/	-0.6	-5	-4	-1	12	0.3
O=C(CC1Nc2c3ccccc3nc(=S)n2C1=O)NC1CCCCC1 (centres undefined)	/	/	-0.1	/	0.2	/	/	0	/	-0.8

Compounds as they come, and some 3.6% of all compounds hit somewhere here.
